Bioassay records (PubChem BioAssay)
Salmonella PhoP GFP – inhibitors of PhoP regulon expression, primary screen, Salmonella Typhimurium, GFP reporter (AID 1863); 300,000 tested, 0.16% active; inhibition, % at 50 µM; hits with a dose series show IC50 in µM; S. Typhimurium PhoP-regulated promoter GFP reporter, 4 h; higher % means a stronger effect;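 active = inhibition over 29.93%, a cutoff 3 SD above the screen mean, later confirmed by dose response; inconclusive = inhibition over 29.93% but no dose response follow-up; inactive = inhibition at most 29.93% or unconfirmed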;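 also: 0% = low Mg2+ inducing control and 100% = high Mg2+ repressing control; strong numbers were not always called active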
HIV fusion peptide – cell-free HIV fusion peptide-binding blockers – biochemical, uHTS, fluorescence dequenching, primary screen (AID 1986). cell-free peptide binding, fluorescence dequenching, 30 min; higher % means a stronger effect. inhibition, % at 20 µM; hits with a dose series show IC50 in µM. 290,000 tested, 0.3% active; in the data active = inhibition mostly above about 52%, no sharp cut-off; inactive = mostly below about 76%; also: some results filed as inactive read as strong as hits
GPR55 LPI antagonism – GPR55 antagonists blocking LPI-driven arrestin recruitment, primary screen, imaging, U2OS, beta-arrestin-GFP, LPI agonist (AID 2013) | U2OS GPR55 beta-arrestin-GFP translocation imaging, LPI antagonism; higher % means a stronger effect | inhibition, % at 10 µM, or IC50 in µM where a hit was titrated | 290,000 tested, 0.13% active;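 active = spots per cell inhibited over 60%, with over 100 cells counted and total cytoplasm intensity under 500,000; inconclusive = wells with under 100 cells, flagged as likely toxic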;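 also: U2OS cells stably carrying GPR55 and arrestin-GFP stimulated by 5 µM LPI near EC80; imaged beta-arrestin-GFP aggregate spots per cell after agonist stimulation; plate controls were LPI-stimulated DMSO wells for no effect and DMSO wells without LPI for full effect; some results filed as inactive read as strong as hits; confirmed hits need IC50 under 10 µM and bright autofluorescent wells are also inconclusive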
Large T inhibition – SV40 large T antigen inhibitors, biochemical (AID 1903); SV40 large T antigen ATPase/helicase inhibition assay; higher % means a stronger effect; inhibition, % at 20 µM, or IC50 in µM where a hit was titrated; 310,000 tested, 0.39% active; in the data active = a potency from the dose series; inconclusive = inhibition mostly from about 32% at the one dose, without a potency; inactive = the rest, 99 in 100 with inhibition below about 32%; also: strong numbers were not always called active
Rac1 GTP hydrolysis – MgcRacGAP GTPase-activating activity inhibitors, confirmation, biochemical, ADP Hunter fluorescence | one-dose inhibition, % at 30 µM; IC50 in µM for titrated hits | 340,000 tested, 0.6% active | AID 624330 | MgcRacGAP-stimulated Rac1 GTP hydrolysis, ADP Hunter fluorescence; higher % means a stronger effect; GST-tagged Rac1 F28L mutant substrate;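 active = first-screen hits whose inhibition reached a set limit at any dose in the follow-up dose series; inconclusive = inhibition above the set first-screen limit but never retested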;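 also: fluorescence reports GDP produced by GAP-driven GTP hydrolysis; strong numbers were not always called active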
UTI89 phage lysis – inhibition of K1F phage lysis, E. coli UTI89, bacterial capsule biogenesis inhibitors, alamar blue (AID 488966). inhibition, % at 100 µM; hits with a dose series show IC50 in µM. E. coli UTI89 K1F phage lysis, alamar blue, 2 h; higher % means a stronger effect. 340,000 tested, 0.02% active;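 active = phage lysis inhibition, versus mean bacterial control, above a set limit; inconclusive = no clear call, values can overlap the other calls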;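 also: capsule biogenesis inhibitors block K1F phage lysis so surviving cells raise fluorescence; higher fluorescence means more inhibition of phage lysis; actives were called in the ten point dose series up to 300 µM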
GPR35 arrestin U2OS – GPR35 antagonists blocking zaprinast-driven arrestin recruitment, primary screen, imaging, U2OS, beta-arrestin-GFP, zaprinast agonist (AID 2058) | one-dose inhibition, % at 10 µM; IC50 in µM for titrated hits | U2OS GPR35 beta-arrestin-GFP translocation imaging, zaprinast antagonism; higher % means a stronger effect | 290,000 tested, 0.052% active;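 active = inhibition of at least 50% with at least 30 cells and total cytoplasm GFP at most 10,000,000; inconclusive = under 30 cells or total GFP of 10,000,000 plus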
Dengue-2 NS5 capping – flavivirus cap methylation enzyme inhibition – biochemical, confirmation dose response, primary screen (AID 588689); Dengue-2 NS5 methyltransferase capping enzyme assay, biochemical; higher % means a stronger effect; 340,000 tested, 0.3% active; inhibition, % at 25 µM; hits with a dose series show IC50 in µM; in the data active = a potency from the dose series; inconclusive = inhibition above about 29% without an active follow-up result
RSV CPE inhibition – RSV antiviral activity via CPE protection, HEp-2 cells, primary 10 µM value included (AID 2391). HEp-2 cells, RSV-induced CPE inhibition; higher % means a stronger effect. CPE inhibition, % at 10 µM, or IC50 in µM where a hit was titrated. 310,000 tested, 0.13% active; in the data active = a potency from the dose series; inconclusive = CPE inhibition mostly from about 23% at the one dose, without a potency; inactive = the rest, 99 in 100 with CPE inhibition below about 21%; also: strong numbers were not always called active
Dengue-2 NS5 capping pilot replicate – also measured in Dengue-2 NS5 capping; calls as there; inhibition, %; measured here: pilot screen replicate inhibition
Starred values were filed as active, the others as inactive; u = inconclusive; x = not tested or not shown; [ ] = dose if it differs, or a comment.

SMILES	Salmonella PhoP GFP	HIV fusion peptide	GPR55 LPI antagonism	Large T inhibition	Rac1 GTP hydrolysis	UTI89 phage lysis	GPR35 arrestin U2OS	Dengue-2 NS5 capping	RSV CPE inhibition	others
Cn1c(=O)c2c(SCc3cccnc3)nc(C3CC3)nc2n(C)c1=O	1%	4.7%	-9%	-1%	11%	2.0%	5%	1%	2.6%
CCN(CC)S(=O)(=O)c1cccc(-c2nnc(SCc3nc4ccccc4s3)o2)c1	-9%	1.8%	-12%	5%	11%	0.2%	-5%	-10%	11%
CCOC(=O)N1CCN(C(=O)c2ccc(OC)c(S(=O)(=O)N3CCOCC3)c2)CC1	-12%	-1.1%	4%	3%	5%	-0.4%	-7%	-6%	0.6%
COc1ccc(F)c(-c2nc(CN3CCC(c4ccccc4)CC3)c(C)o2)c1	8%	1.9%	10%	5%	5%	0.7%	6%	-8%	-0.8%
COC(=O)c1cc(S(=O)(=O)NCCCN2CCCC2=O)cn1C	4%	-2.5%	1%	25%	7%	0.3%	-6%	1%	1.0%
CCCCN(C(=O)c1nn(C)c(=O)c2ccccc12)c1c(N)n(CCC)c(=O)[nH]c1=O	x	x	x	x	6%	0.5%[50 µM]	x	-6%	1.3%
Cc1ccc(C2(C(F)(F)F)NC(=O)N3N=C4CCCCCN4C3=C2C#N)cc1 (configuration not stated)	8%	0.1%	10%	6%	11%	0.6%	4%	7%	-0.4%
Cc1ccc2c(c1)Sc1c(ccc3ccccc13)N2	2%	12%	16%	16%	19%	0.6%	2%	u	64%
CN1C(=O)c2ccccc2N(C)C1c1ccc2c(c1)OCO2 (configuration not stated)	5%	-0.9%	0%	7%	13%	0.7%	-9%	5%	0.1%
O=C(O)c1ccccc1OCc1nc2ccccc2s1	5%	-1.2%	-6%	2%	-1%	-0.2%	2%	-10%	-0.2%
CN1CCN(C(=O)c2ccccc2NC(=O)c2cccc(Cl)c2)CC1	0%	-0.6%	-18%	5%	5%	0.0%	8%	-3%	1.5%
CCOC(=O)[C@H]1[C@H]2COc3ccc(C)cc3[C@@H]2N2C(=O)[C@@H](C)NC(=O)[C@@]12C	x	x	x	x	10%	0.8%	x	-3%	0.6%
CCC1C(C#N)=C(N)OC2=C1C(=O)CC(C)(C)C2 (configuration not stated)	-8%	2.6%	2%	11%	8%	2.1%	10%	-4%	0.2%
O=C(COC(=O)c1cccs1)NCC1CCCCC1	2%	2.3%	1%	11%	9%	0.0%	6%	-1%	1.9%
Cc1cc(NC(=O)CCC(=O)N(c2ccccc2)C(C(=O)NC2CCCCC2)c2cccs2)no1 (configuration not stated)	-1%	3.3%	6%	-3%	9%	0.5%	0%	1%	1.4%
CC(=O)N1CCSc2ccc(S(=O)(=O)NCCc3cccc(C)c3)cc21	-7%	-2.4%	2%	2%	-10%	0.0%	21%	-10%	2.8%
O=c1[nH]c(SCc2ccccc2Cl)nc2c1CCC2	6%	-1.0%	-7%	0%	6%	0.3%	4%	-3%	4.5%	Dengue-2 NS5 capping pilot replicate=-0.9
O=S(=O)(NCCc1cn2ccccc2n1)c1ccc(F)c(C(F)(F)F)c1	6%	3.2%	11%	-2%	6%	-0.6%	-1%	-3%	-0.4%
COc1ccc(C(=O)OCc2cc3cccc(C)c3[nH]c2=O)cc1	5%	-1.0%	-3%	0%	-5%	-0.2%	3%	-5%	1.3%
COc1ccccc1/C=N/Nc1nc(C)cc(C)n1	-4%	0.4%	9%	16%	3%	0.4%	12%	3%	x
CC(=O)Nc1nc(NC(=O)/C=C/c2ccccc2)n(-c2ccccc2)n1	12%	5.0%	-5%	4%	4%	1.9%[50 µM]	-3%	-3%	-0.1%
C#CCCCCCCC#CCN(C)C	9%	2.1%	6%	5%	9%	-3.7%	17%	2%	1.0%
CN1c2ccsc2C(=O)/C(=C\Nc2cccc(C(F)(F)F)c2)S1(=O)=O	-7%	1.4%	-2%	6%	x	x	14%	x	1.1%
CC1=NN(c2ccccc2)C(=O)/C1=C/c1cn(C)c2ccccc12	6%	-3.2%	-3%	7%	11%	0.9%	12%	-2%	x
COCC(=O)Nc1ccc(C(N)=O)cc1	-4%	-2.6%	x	1%	-2%	-0.1%	8%	-12%	4.8%
CCOc1cc(CNCCc2ccccc2)ccc1OCC(=O)NC(C)(C)C	0%	-1.0%	10%	3%	8%	3.7%	15%	-8%	1.3%
COc1cccc(/C(C)=N/N=C(\C)c2cccc(OC)c2)c1	-9%	-0.6%	5%	18%	12%	0.1%	14%	4%	8.1%
Cc1cc(C)cc(OCCNC(=O)CCc2ccccc2)c1	0%	0.2%	-25%	-7%	10%	0.2%	12%	-6%	2.4%	Dengue-2 NS5 capping pilot replicate=-3.6
N#Cc1nc(-c2ccc(Cl)cc2)oc1NCc1cccc2c1OCO2	1%	3.8%	2%	16%	10%	-0.1%	-13%	1%	0.3%
O=C(COc1cccc(Br)c1)N/N=C1\CCSC1	-8%	-2.0%	6%	1%	7%	0.4%	1%	-2%	0.3%
COc1cc(NC(=O)COc2cccc(C)c2C)ccc1NC(=O)c1ccco1	-3%	1.2%	11%	4%	8%	0.2%	6%	-5%	5.7%
CSc1cccc(NC(=O)CN(C)S(=O)(=O)c2ccc(F)cc2)c1	0%	2.4%	5%	-1%	5%	0.1%	-7%	-3%	0.6%
CCCCSCCCNC(=O)c1ccc(CS(=O)(=O)c2ccccc2OC)o1	1%	-1.1%	-5%	7%	6%	0.0%	-3%	-1%	4.7%
CCn1c(CC(=O)Nc2ccccc2)nnc1SCC(=O)NC1=NCCS1	4%	-1.9%	3%	-1%	-1%	-0.3%	5%	2%	1.8%
Nc1ccccc1C(=O)NCc1ccc(Cl)cc1	9%	1.9%	-5%	9%	6%	0.4%	-5%	0%	2.3%
Cc1ccc2cc(CCNS(=O)(=O)c3ccc(Cl)cc3)c(=O)[nH]c2c1C	5%	2.1%	-22%	1%	7%	0.0%	10%	-3%	18%
CC(C)C(C(=O)NCC1CCCO1)N(Cc1ccco1)C(=O)CNS(=O)(=O)c1ccccc1 (configuration not stated)	1%	-2.3%	2%	2%	5%	0.1%	8%	1%	0.2%
COc1ccc(/C=N/N2C(=N)SCC2=O)cc1	-8%	-1.0%	0%	21%	12%	0.0%	15%	1%	-3.0%
CCN(CC)CCCN1C(=O)CSC1c1ccc2c(c1)OCO2 (configuration not stated)	6%	-2.2%	18%	1%	4%	0.4%	-1%	-2%	-0.2%
CCN(CC)CC#CCC1(O)c2ccccc2-c2ccccc21	1%	1.2%	1%	2%	2%	2.2%	-4%	-4%	-0.3%
CC(=O)Nc1ccc(NC(=S)NC(=O)c2ccc([N+](=O)[O-])cc2)cc1	-4%	3.4%	7%	14%	7%	0.9%[50 µM]	4%	0%	1.3%
Cc1ccc(-c2csc(N)n2)s1	-4%	-2.6%	8%	25%	3%	-0.2%	17%	-1%	1.4%	Dengue-2 NS5 capping pilot replicate=-1.2
O=C(Nc1ccc(S(=O)(=O)NC2CCCCC2)cc1)c1ccc(Br)o1	3%	0.6%	7%	8%	5%	-0.3%	6%	-5%	4.1%
CCCCC(=O)Nc1ccc(NC(=O)C2CC2)cn1	3%	-1.1%	-3%	9%	-1%	0.2%	-13%	-1%	3.1%
CC(=O)c1cc(-c2ccc(F)cc2)n(CCC(=O)NC(C)(C)C)c1C	12%	0.6%	14%	7%	9%	0.0%	-12%	-3%	1.0%
CCN1C(=O)/C(=C2\C=Cc3ccccc3N2CC)OC1=S	x	x	x	x	1%	0.2%	x	-3%	2.8%
COc1ccc(/C=C/C(=O)Nc2ccc(OC)nc2)cc1	6%	2.7%	-1%	3%	-5%	-0.1%	8%	13%	u
Cc1nc(NC(=O)/C=C/c2ccccc2)sc1C(=O)Nc1cccc(Cl)c1	4%	0.4%	-2%	0%	0%	1.9%	-20%	-6%	0.3%
COc1cccc(C(=O)Nc2ccccc2N2CCOCC2)c1	2%	2.1%	4%	8%	6%	0.4%	7%	-7%	4.2%
COc1ccc(C(=O)N2CCN(C3CCCCC3)CC2)c(OC)c1	4%	-0.9%	0%	11%	3%	0.8%	-4%	-9%	-1.1%
CCC1=CC(c2ccccc2)n2ncnc2N1 (configuration not stated)	6%	x	x	6%	2%	0.6%	x	-10%	2.1%
Cc1cccc(NC(=O)COC(=O)Cc2cccc(C(F)(F)F)c2)c1C	-5%	3.3%	4%	14%	7%	0.1%	-9%	-4%	2.5%
COc1ccccc1CCNC(=O)c1ccc(NC(=O)CC2SC(N3CCCCC3)=NC2=O)cc1 (configuration not stated)	x	x	x	x	0%	0.0%[50 µM]	x	5%	2.6%
COc1ccccc1NC(=O)N1CCC(C(=O)c2ccc(F)cc2)CC1	-7%	-0.9%	-18%	0%	1%	4.9%	6%	0%	0.7%
Cc1ccc(OCCCn2c(=O)sc3ccccc32)cc1	-5%	1.0%	19%	4%	10%	4.5%	-3%	3%	4.3%
Nc1ccc(NC(=S)Nc2ccccc2)cc1	-5%	-1.8%	16%	u	13%	0.6%[50 µM]	14%	8%	1.4%
CS(=O)(=O)c1ccc(-c2cccc(NC(=O)COc3ccc(Cl)cc3)c2)nn1	13%	1.3%	-10%	0%	-2%	0.2%	3%	-1%	-0.3%
O=C(COC(=O)c1cc(=O)[nH]c2ccccc12)NC(=O)NC1CCCCC1	-14%	-2.2%	13%	8%	15%	3.1%	8%	0%	1.4%
Cc1cccc(NC(=O)CSc2nc(N)c(NC(=O)c3cccs3)c(=O)[nH]2)c1C	-2%	-1.7%	-3%	15%	-4%	3.3%	3%	0%	1.0%
COC(=O)COc1ccc(S(=O)(=O)Nc2cc([N+](=O)[O-])ccc2C)cc1	-4%	0.7%	-3%	0%	10%	0.1%	-13%	0%	1.0%
